From PubChem
SMN2 splice up = qHTS Assay for Enhancers of SMN2 Splice Variant Expression. HEK293 SMN2-luciferase splicing reporter, luminescence, 30-36 h. Potency, µM (top dose mostly 46.1 µM), inactives show at the highest dose activity change, positive = activation, actives largely listed as activators. 210,000 compounds, 2.8% hits. AID 1458, 2008; note: % of control where 0% means no effect; nearly all actives have a fitted effect of over 55% in size
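qHTS luciferase splicing reporter: luminescence rises when SMN2 exon 7 is included in transfected HEK293 cells. Compound exposure lasted 30-36 h at 37C, with 4.5 mM final sodium butyrate as control, followed by a ONE-Glo read.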
Luc counter = Counterscreen for Luciferase (Kinase-Glo TM) Inhibition; 200,000 compounds, 0.28% hits; Kinase-Glo luciferase, ATP luminescence, 8 min; AID 1379, 2008; Potency, µM (titrated, usually from 38.3 µM), without a hit: top-dose activity change, negative = inhibition, most hits filed as inhibitors; Luciferin 4-monooxygenase (Photuris pensylvanica), Q27757; note: % is set by controls: 0 for no effect and ±100 for the full control effect; nearly all actives have a fitted effect of over 60% in size
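Compounds were added to a substrate mix at pH 7.2 (50 mM imidazole, 10 uM ATP, within the enzyme's linear range), followed by Kinase-Glo detection reagent; luminescence was measured after 8 minutes at ambient temperature.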
IMPase Li cell = qHTS Assay for Identifying the Cell-Membrane Permeable IMPase Inhibitors: Potentiation with Lithium; CHO-M1 cells, IP1 TR-FRET (IP-One), carbachol + lithium; Potency, µM (series often up to 59.4 µM), for the others: top-dose activity, negative = IMPase inhibition, hits mostly inhibitors; 210,000 compounds, 0.35% hits; AID 1457, 2008;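 note: IP1 builds up when IMPase is blocked and the TR-FRET signal falls; plate controls were basal vehicle for no effect and high inhibitor control for full effect; nearly all actives have a fitted effect of over 50% in size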
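CHO cells stably expressing M1 receptor (2000/well, cultured 16–30 h) treated 30 min at 37C with compound plus low lithium. Cytosolic IP1 by TR-FRET (665/620 ratio and 620 channel) after 10 min lysis; AC50 by Hill fit.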
RGS12 GoLoco inh = qHTS Assay for Inhibitors of RGS12 GoLoco Motif Activity (Red Fluorophore). Guanine nucleotide-binding protein G(i) subunit alpha-1 (Homo sapiens), P63096. Gai1:RGS12 GoLoco peptide FP, rhodamine, 10 min. Potency, µM (series often up to 61.6 µM), for the others: top-dose activity, negative = inhibition, usual class: inhibitors. 230,000 compounds, 0.44% hits; active = well fitted inhibition curve with a large enough effect, not every such curve was filed as active; inactive = no such curve, though single readings can be large or run the other way; note: % is set by controls: 0 for no effect and ±100 for the full control effect; nearly all actives have a fitted effect of over 30% in size; many of its hits are not listed in these tables
JMJD2E inh = qHTS Assay for Inhibitors of Human Jumonji Domain Containing 2E (JMJD2E); Lysine-specific demethylase 4E (Homo sapiens), B2RXH2; JMJD2E catalytic domain, FDH-coupled NADH fluorescence (FDH is formaldehyde dehydrogenase); Potency, µM (top dose mostly 57.1 µM), without a hit: at the highest dose activity change, negative = inhibition, hits mostly inhibitors; 230,000 compounds, 1.6% hits; active = well fitted inhibition curve with a large enough effect, not every such curve was filed as active; inconclusive = small, poorly fitted or top-dose-only effect, or another doubt; inactive = no such curve, though single readings can be large or run the other way;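 note: 0% = wells with enzyme and -100% = buffer wells without enzyme; nearly all actives have a fitted effect of over 50% in size; many of its hits are not listed in these tables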
Target sequence (B2RXH2 1-337 limits assumed): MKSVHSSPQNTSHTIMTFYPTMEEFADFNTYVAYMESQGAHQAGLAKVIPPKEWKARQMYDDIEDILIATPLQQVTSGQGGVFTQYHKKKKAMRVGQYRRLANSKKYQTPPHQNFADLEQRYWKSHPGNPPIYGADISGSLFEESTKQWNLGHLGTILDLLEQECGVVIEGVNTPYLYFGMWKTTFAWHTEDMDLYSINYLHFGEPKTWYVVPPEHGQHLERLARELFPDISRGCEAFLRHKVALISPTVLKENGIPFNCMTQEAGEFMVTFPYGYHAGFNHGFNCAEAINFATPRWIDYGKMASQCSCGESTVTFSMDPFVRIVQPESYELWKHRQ
RECQ1 helicase = qHTS Assay for Inhibitors of RecQ-Like Dna Helicase 1 (RECQ1); RECQ1 DNA unwinding, red fluorescence kinetic read; 240,000 compounds, 0.54% hits; ATP-dependent DNA helicase Q1 (Homo sapiens), P46063; Potency, µM (series often up to 57.3 µM), for inactives: at the highest dose activity, negative = inhibition, most hits filed as inhibitors;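 note: plate controls were vehicle for no effect and no enzyme for full effect; nearly all actives have a fitted effect of over 30% in size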
Target sequence (P46063 whole entry, looked up): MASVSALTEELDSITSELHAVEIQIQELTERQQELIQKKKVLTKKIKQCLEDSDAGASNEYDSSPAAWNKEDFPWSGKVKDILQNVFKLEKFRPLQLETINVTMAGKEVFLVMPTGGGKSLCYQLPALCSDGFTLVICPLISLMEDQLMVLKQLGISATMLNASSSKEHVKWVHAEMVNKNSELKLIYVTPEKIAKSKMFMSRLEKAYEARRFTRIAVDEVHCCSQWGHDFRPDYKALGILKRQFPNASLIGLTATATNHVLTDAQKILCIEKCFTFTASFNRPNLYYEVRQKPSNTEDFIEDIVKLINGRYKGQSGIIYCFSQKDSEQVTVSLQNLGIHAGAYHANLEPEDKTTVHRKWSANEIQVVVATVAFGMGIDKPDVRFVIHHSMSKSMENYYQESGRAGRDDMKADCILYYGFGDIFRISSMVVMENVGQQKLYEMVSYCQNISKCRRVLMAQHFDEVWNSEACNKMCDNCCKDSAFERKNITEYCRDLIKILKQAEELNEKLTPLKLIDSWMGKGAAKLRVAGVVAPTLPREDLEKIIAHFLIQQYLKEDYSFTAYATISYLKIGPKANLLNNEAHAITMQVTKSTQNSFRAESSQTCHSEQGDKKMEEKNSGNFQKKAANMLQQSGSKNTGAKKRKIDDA
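RECQ1T1 50 nM; forked duplex (20 bp + 30-nt ss tails) 200 nM, ATP 2 mM final; pH 8.0, 2 mM MgCl2, 2.5 ug/ml poly(dI-dC); 15 min compound preincubation; discontinuous kinetic read over 2 h at RT.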
Epigenetic reg = Quantitative High-Throughput Screen for Regulators of Epigenetic Control; murine LDR cells, GFP reporter derepression, 30 h; Potency, µM (highest dose often 53.9 µM), for the others: at the highest dose GFP activation, hits mostly activators; 280,000 compounds, 0.2% hits; AID 1865, 2009; note: % of control where 0% means no effect; nearly all actives have a fitted effect of over 60% in size
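Readout is the number of GFP-expressing murine LDR cells, counted by cytometry following washing. Cells were treated with compound for 30 h at 37 C; the stably integrated CMV-GFP locus is normally silent.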
NPSR antag = qHTS Assay for Antagonists of the Neuropeptide S Receptor: cAMP Signal Transduction; CHO-NPSR cells, cAMP TR-FRET, antagonist mode; 220,000 compounds, 1% hits; Potency, µM (doses to about 38.3 µM), for inactives: at the top dose activity change, negative = inhibition, hits mostly inhibitors; note: % is set by controls: 0 for no effect and ±100 for the full control effect; nearly all actives have a fitted effect of over 50% in size; many of its hits are not listed in these tables
* = called active by the depositor; i = inactive; ? = inconclusive; / = not tested or not shown; & = joins results of further samples; [ ] = remark or other dose. Unless noted, calls come from the whole dose curve; as a rule, active = well fitted curve in the direction sought with a large enough effect; inconclusive = small, poorly fitted or top-dose-only effect, or another doubt; inactive = no such curve, though single readings can be large; an effect the other way counts as inactive or inconclusive. Potency is the fitted concentration of half-maximal effect. This is a subset (hit frequency here may not be typical).

SMILES | SMN2 splice up | Luc counter | IMPase Li cell | RGS12 GoLoco inh | JMJD2E inh | RECQ1 helicase | Epigenetic reg | NPSR antag
CSc1nnc(C)c(=O)n1COC(=O)c1cc(Cl)ccc1[N+](=O)[O-] | 6% | -3% | 3% | -8% | 3% | -13% | 1.1% | -10%
CCCC(=O)Nc1sc2c(c1C(=O)OCC)CC(C)(C)OC2 | 2% | -2% | 16% | 15% | -9% | -1% | -1.4% | 14%
CN(Cc1ccc(F)cc1)Cc1nc(CCc2ccccc2)no1 | / | 1% | 20% | 4% | -32% | 18% | 0.0% | 15%
Cc1cc(/C=N/N2CCN(C)CC2)c(C)n1-c1ccccc1F | 12% | 0% | 8% | 5% | ? | -15% | -0.3% | 10%
C(=C\c1ccccc1)/CN1CCN(c2ncnc3c2oc2ccccc23)CC1 | / | 4% | 35%[activator][38.3 µM] | 2% | ? | -12% | -1.4% | ?
COc1ccccc1C(=O)Nc1nc(-c2cccs2)c(NC(C)=O)s1 | ? | -6% | 15%[38.3 µM] | 10% | ? | 21% | 0.5% | -9%[46.1 µM]
CC(=O)Cn1nnc2sc(-c3ccccc3)cc2c1=O | 14µM* | -2% | 1% | 50%[activator] | ? | -2% | -0.6%&-1.6% | -1%
O=C(CSCC(=O)OCC(=O)c1ccc(Br)cc1)Nc1ccc(Br)cc1 | -6% | 4% | -2%[38.3 µM] | -3% | -17% | -6% | 3.5% | -11%[46.1 µM]
CC(C)(C)n1nc2c(c1NC(=O)c1ccc(S(=O)(=O)N3CCCC3)cc1)CS(=O)C2 (stereo not given) | -24% | 0% | 30%[38.3 µM] | -4% | -1% | -16% | -0.3% | -7%[46.1 µM]
CCc1nc(SCC(=O)Nc2nnc(CC)s2)c2c(C)c(C)sc2n1 | -16% | -4% | -13%[38.3 µM] | 5% | 1% | 7% | 0.0% | -7%[46.1 µM]
NC(=O)CSc1nnc(-c2ccc(S(=O)(=O)N3CCOCC3)cc2)n1Cc1ccccc1 | -5% | -8% | 20%[38.3 µM] | -4% | ? | -10% | ? | -15%[46.1 µM]
CCCCN(C(=O)c1ccc(Cl)cc1)C1CC2CCC(C1)N2C (stereo not given) | 4% | 6% | 23% | -15% | 0% | 0% | -1.0% | 12%
CCOC(=O)c1ccc(-c2ccc(C=O)o2)cc1 | / | / | / | 12% | ? | 5% | 0.0% | 11%
O=C(CN1CCN(C(=O)N2CCCCC2)CC1)Nc1ccc(F)cc1 | -15% | -1% | -3% | -5% | 11% | -2% | 0.0% | -10%[46.1 µM]
NS(=O)(=O)c1ccc(-n2nncc2C23CC4CC(CC(C4)C2)C3)cc1 | 2% | -3% | -10%[38.3 µM] | 2% | 5% | -12% | 0.0% | -18%[46.1 µM]
Cc1ccc(CN2C(=O)CCC2C(=O)NCCCN2CCCCC2C)cc1 (stereo not given) | 7% | -1% | -12%[38.3 µM] | 10% | 4% | i | 0.9% | -6%[46.1 µM]
Cc1ccc(-c2nc(C=Nc3cccc(C)c3)c(O)o2)cc1 | -18% | -10% | -24% | 21% | 1% | -1% | -9.2% | 14%
Cc1[nH]c(C)c(CN(C)C)c1CN(C)C | 0%[9.22 µM] | -12%[7.66 µM] | -12% | -5%[14.2 µM] | / | / | / | /
O/C(=C\Sc1nnc(Cc2ccccc2)o1)c1ccc(Br)cc1 | 7% | 14% | -5%[38.3 µM] | 2% | 6% | i | -1.6% | -5%[46.1 µM]
CN(C)S(=O)(=O)c1cccc(NC(=S)N/N=C/c2cccc(O)c2)c1 | -22% | 0% | 13% | 22% | 4% | i | 2.2% | 9%
CCOC(=O)c1[nH]c2ccc(OC)cc2c1N=CN(C)C | / | / | / | / | 0% | 0% | -2.7% | -11%[46.1 µM]
O=C(Nc1ccc(S(=O)(=O)Nc2nccc(C3Cc4ccccc4C(=O)O3)n2)cc1)c1ccccc1 (stereo not given) | -17% | -2% | 32%[38.3 µM] | -6% | 4% | i | 0.0% | -6%[46.1 µM]
c1ccc(-c2nnc3n2N=C(c2ccc4c(c2)OCO4)CS3)nc1 | -13% | -1% | -6%[38.3 µM] | -19% | -5% | -2% | 1.5% | -4%[46.1 µM]
Cc1cccc(OCCCCc2c(C)n[nH]c2C)c1 | / | / | / | / | -11% | -10% | -6.0% | ?
COCCn1c(SCC(=O)Nc2cc(C)nn2-c2ccccc2)nnc1-c1ccncc1 | 2% | 1% | 4% | 0% | -3% | 0% | -1.1% | 13%

Sorted by the number under IMPase Li cell (ascending): three from the list above
| Molecule | SMN2 splice up | IMPase Li cell | RGS12 GoLoco inh | JMJD2E inh | RECQ1 helicase | NPSR antag |
| --- | --- | --- | --- | --- | --- | --- |
| Cc1ccc(-c2nc(C=Nc3cccc(C)c3)c(O)o2)cc1 | -18% | -24% | 21% | 1% | -1% | 14% |
| CSc1nnc(C)c(=O)n1COC(=O)c1cc(Cl)ccc1[N+](=O)[O-] | 6% | 3% | -8% | 3% | -13% | -10% |
| CN(C)S(=O)(=O)c1cccc(NC(=S)N/N=C/c2cccc(O)c2)c1 | -22% | 13% | 22% | 4% | i | 9% |

SMN2 splice up: entries above that show a hit.
SMILES,SMN2 splice up,IMPase Li cell,RGS12 GoLoco inh,JMJD2E inh,RECQ1 helicase,NPSR antag
CC(=O)Cn1nnc2sc(-c3ccccc3)cc2c1=O,14µM*,1%,50%[activator],?,-2%,-1%

Back to the main list; the 2 compounds before the break are reprinted first.
SMILES | SMN2 splice up | Luc counter | IMPase Li cell | RGS12 GoLoco inh | JMJD2E inh | RECQ1 helicase | Epigenetic reg | NPSR antag
Cc1cccc(OCCCCc2c(C)n[nH]c2C)c1 | / | / | / | / | -11% | -10% | -6.0% | ?
COCCn1c(SCC(=O)Nc2cc(C)nn2-c2ccccc2)nnc1-c1ccncc1 | 2% | 1% | 4% | 0% | -3% | 0% | -1.1% | 13%
COC(=O)CC1C(C(=O)OC)ON2OC(C(=O)OC)C(C(=O)OC)C12 (stereo not given) | 9% | 1% | -3% | 5% | -7% | -6% | 2.0% | 10%
O=C(CCc1nnc(-c2ccccc2)o1)NCC1CCN(C2CCCC2)CC1 | / | / | 9% | 0% | 5% | i | -0.1% | -27%
COc1ccc(Nc2nccc(OC)c2C#N)cc1 | 4% | -4% | -1%[38.3 µM] | 1% | 4% | -6% | 1.8% | -1%[46.1 µM]
Cc1ccc2cc(CN(Cc3cccs3)Cc3nnnn3CC3CCCO3)c(=O)[nH]c2c1C (stereo not given) | 66% | -1% | 31%[38.3 µM] | 25% | ? | -2% | 1.9% | -24%[46.1 µM]
CCN1CCN(CC(=O)Nc2nc3ccc(OC)cc3s2)CC1 | 2% | -1% | 30%[activator][38.3 µM] | -3% | ? | i | -2.7% | -23%[46.1 µM]
COc1ccc2cc(C(=O)C3CCCN(Cc4ccccn4)C3)ccc2c1 (stereo not given) | / | -1% | 16% | 9% | ? | 13% | 1.1% | 20%
O=C(CCCN1C(=O)c2ccccc2C1=O)NCCN1C(=O)S/C(=C\c2cccs2)C1=O | -10% | 3% | 12% | -16% | 5% | i | -5.1% | -2%
O=C(O)c1cccc(S(=O)(=O)Nc2cc(Cl)ccc2Cl)c1 | / | / | / | -1% | 11% | 4% | -1.7% | 8%
Cc1cccc(N2CCN(C3=NC(=O)/C(=C\c4cn[nH]c4-c4ccccc4)S3)CC2)c1 | -11% | 2% | 13% | -3% | ? | -6% | 0.0% | -3%[46.1 µM]
Cn1cnnc1SCC(=O)NN(c1ccccc1)c1ccccc1 | 15% | 4% | 7% | 4% | 6% | 2% | 0.0% | 8%
N/C(=N\c1nc(CSc2ccc(Cl)cc2)cc(=O)[nH]1)Nc1ccccc1C(F)(F)F | -20% | 2% | 10% | -2% | -2% | i | -3.1% | 14%
CCc1ccc(-c2csc3ncn(CC(=O)NCc4ccco4)c(=O)c23)cc1 | / | / | / | 12% | 2% | -3% | 0.7% | 1%
O=C(O)c1cccc(Oc2cccc(Cl)n2)c1 | / | 4% | 6% | -2% | 2% | -1% | 1.3% | 3%
CCN(CC)CCCn1c(=S)[nH]c2cc(Cl)ccc2c1=O | -1% | 7% | 2%[38.3 µM] | 8% | 1% | -10% | -0.8% | 0%[46.1 µM]
Cc1cc(NC(=O)CCCn2nc([N+](=O)[O-])c(Cl)c2C)no1 | 16% | 4% | -4% | -5% | 7% | i | -1.5% | 5%
CCCOc1cccc(CN2CCCCC2c2cccnc2)c1 (stereo not given) | -13% | 4% | 11%[38.3 µM] | 7% | 0% | -11% | 0.8% | ?
CCOC(=O)/C=C/CCC/C=C/C(=O)c1ccccc1 | 6% | 3% | 7% | -7% | -6% | -15% | ? | /
Clc1ncccc1-c1nnn(-c2ccccc2)n1 | / | / | -4% | 7% | -1% | -7% | -3.0% | -9%
O=C(/C=C/c1cccs1)Nc1ccc(N2CCOCC2)c(S(=O)(=O)Nc2ccccc2Cl)c1 | -22% | 2% | 1% | 22% | -26% | -15% | 2.1% | -22%
CN1C(C(=O)NCc2ccc(OC(F)(F)F)cc2)CC2Cn3c(nc4cc(Cl)c(Cl)cc43)C21 (stereo not given) | / | / | / | 4% | -13% | -13% | 1.5% | -42%

Of the compounds above, 2 have a CF3 group.
SMILES | SMN2 splice up | Luc counter | IMPase Li cell | RGS12 GoLoco inh | JMJD2E inh | RECQ1 helicase | Epigenetic reg | NPSR antag
N/C(=N\c1nc(CSc2ccc(Cl)cc2)cc(=O)[nH]1)Nc1ccccc1C(F)(F)F | -20% | 2% | 10% | -2% | -2% | i | -3.1% | 14%
CN1C(C(=O)NCc2ccc(OC(F)(F)F)cc2)CC2Cn3c(nc4cc(Cl)c(Cl)cc43)C21 (stereo not given) | / | / | / | 4% | -13% | -13% | 1.5% | -42%
